Screening results: PubChem, National Center for Advancing Translational Sciences (NCATS)
HEK293 cAMP ctrl = parental HEK293 cAMP activation (counter-screen); Potency, µM (highest dose often 57.1 µM), inactives show top-dose activation, most hits filed as activators; parental HEK293 CNG cAMP sensor, membrane potential fluorescence; 73,000 compounds, 2.5% hits; further: potency means the concentration at half of the fitted maximal effect; % of control where 0% means no effect; nearly all actives have a fitted effect of over 55% in size
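Counterscreen for endogenous-receptor signalling: CNG-channel HEK 293 cells report cAMP rise by membrane depolarization. After 60 min dye equilibration with 100 uM RO 20-1724, compounds incubated 30 min before bottom-read fluorescence at 590 nm.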
HADH2 inh = blocks human hydroxyacyl-CoA dehydrogenase type II; Potency, µM (doses to about 57.1 µM), for inactives: at the top dose activity change, negative = inhibition, most hits filed as inhibitors; recombinant HADH2, NADH fluorescence, beta-hydroxybutyryl-CoA; AID 886; Q99714; 73,000 compounds, 3.4% hits; further: potency means the concentration at half of the fitted maximal effect; on the % scale 0 is the no-effect control and ±100 the full control effect; nearly all actives have a fitted effect of over 60% in size; many of its hits are not listed in these tables
Target sequence (Q99714 whole entry, looked up, one chain of several): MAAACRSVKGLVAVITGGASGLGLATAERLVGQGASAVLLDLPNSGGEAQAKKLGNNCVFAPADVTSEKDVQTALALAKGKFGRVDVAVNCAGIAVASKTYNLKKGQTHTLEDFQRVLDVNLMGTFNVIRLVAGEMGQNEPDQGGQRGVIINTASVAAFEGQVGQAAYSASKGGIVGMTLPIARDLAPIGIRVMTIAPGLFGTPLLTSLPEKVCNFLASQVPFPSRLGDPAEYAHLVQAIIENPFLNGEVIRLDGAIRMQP
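Activity measured as NADH fluorescence gain (360/450 nm), taken as the change between first and last reads of a 4-min kinetic run. Conditions: pH 9.0 Tris buffer, 20 nM E. coli-expressed His-tagged enzyme, 1 mM NAD+, 90 uM beta-hydroxybutyryl-CoA; 15-min compound preincubation.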
Pol III holo inh = inhibitors of bacterial DNA polymerase III holoenzyme | reconstituted DNA polymerase III holoenzyme replication, biochemical | Potency, µM (top dose mostly 57.1 µM), without a hit: at the highest dose activity change, negative = inhibition | 71,000 compounds, 0.25% hits | AID 603; further: potency means the concentration at half of the fitted maximal effect; on the % scale 0 is the no-effect control and ±100 the full control effect
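Reconstituted *E. coli* holoenzyme (0.35 nM Pol III, 1 nM beta, 154 nM SSB, 2 nM primase) was preincubated with compound for 15 min at RT. Synthesis on 1.4 nM ssM13Gori ran 35 min, then was stopped with PicoGreen/EDTA and read as dsDNA fluorescence.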
BRCT inh red = inhibitors of human BRCA1 BRCT-phosphoprotein interaction (red fluorophore). P38398. BRCT-phosphopeptide binding, red fluorescence polarization. Potency, µM (doses to about 76.9 µM), for inactives: at the highest dose activity change, negative = inhibition, actives largely listed as inhibitors. 75,000 compounds, 0.03% hits. AID 892; further: on the % scale 0 is the no-effect control and ±100 the full control effect
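Rhodamine-labelled pBACH1 10-mer (100 nM) bound to BRCT domain (100 nM) at pH 7.3; compounds incubated 12 min room temperature, polarization read. Free peptide defines full inhibition; unlabelled decapeptide titrated as control.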
Casp7 inh = caspase-7 (human) inhibition, allosteric or competitive; 75,000 compounds, 0.02% hits; P55210; Potency, µM (series often up to 57.5 µM), inactives show top-dose activity change, negative = inhibition, actives largely listed as inhibitors; recombinant caspase-7, Ac-DEVD-AFC fluorescence rate; active means well fitted inhibition curve with a large enough effect in the main read-out, with a control signal flat, not every such curve was filed as active; inconclusive means small, poorly fitted or top-dose-only effect, or a change in a side signal; further: potency means the concentration at half of the fitted maximal effect; % of control where 0% means no effect
Target sequence (P55210 24-198 limits assumed): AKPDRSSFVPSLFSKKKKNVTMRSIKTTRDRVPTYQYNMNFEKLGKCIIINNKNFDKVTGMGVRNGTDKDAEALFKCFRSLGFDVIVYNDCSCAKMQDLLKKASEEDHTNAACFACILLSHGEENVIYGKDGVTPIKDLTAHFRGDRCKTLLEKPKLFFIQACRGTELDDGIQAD
Target sequence (P55210 207-303 limits assumed): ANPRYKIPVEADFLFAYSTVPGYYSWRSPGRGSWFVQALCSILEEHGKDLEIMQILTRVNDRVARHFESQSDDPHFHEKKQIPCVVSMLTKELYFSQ
Tau filament bind = binders of human tau filaments | 71,000 compounds, 2% hits | P10636 | Potency, µM (doses to about 57.1 µM), for inactives: top-dose activity change, negative = inhibition | recombinant tau filaments, thioflavin S fluorescence, 15 h; filaments grown with octadecylsulfate alongside compound;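 further: potency means the concentration at half of the fitted maximal effect; on the % scale 0 is the no-effect control and ±100 the full control effect; actives lower thioflavin S fluorescence by blocking filaments or displacing dye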
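Read-out: ThS fluorescence, 450 nm excitation/510 nm emission; lower signal marks blocked filament formation or displaced dye. Tau at 1 uM with 30 uM ODS, 10 uM ThS, 5 mM DTT, 100 mM NaCl, 10 mM HEPES pH 7.4; 15 h, 37 C.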
USP2a inh = blocks human ubiquitin-specific protease USP2a. USP2a enzymatic assay, qHTS inhibition. O75604. 60,000 compounds, 0.1% hits. Potency, µM (highest dose often 38.3 µM), without a hit: top-dose activity change, negative = inhibition, most hits filed as inhibitors. AID 927;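 further: potency means the concentration at half of the fitted maximal effect; nearly all actives have a fitted effect of over 60% in size; plate controls were DMSO for no effect and NEM full inhibition control for full effect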
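USP2 core (20 nM final) was preincubated with compound for 30 min at RT in 20 mM Tris-HCl pH 8.0, 2 mM CaCl2, 2 mM beta-mercaptoethanol; Ub-PLA2 (20 nM) plus NBD C6-HPC (20 uM) then added, fluorescence read after 2.5 h.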
15-hLO inh = inhibitors of human 15-lipoxygenase (ALOX15) | P16050 | purified 15hLO-1, xylenol orange hydroperoxide absorbance | Potency, µM (titrated, usually from 57.1 µM), for the others: top-dose activity change, negative = inhibition, most hits filed as inhibitors | 74,000 compounds, 1.4% hits | AID 887; further: potency means the concentration at half of the fitted maximal effect; on the % scale 0 is the no-effect control and ±100 the full control effect; nearly all actives have a fitted effect of over 55% in size
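Hydroperoxide formed from arachidonic acid (50 uM) by purified human 15hLO-1 (40 nM) oxidizes ferrous iron, and the ferric-xylenol orange complex is read at 573 versus 405 nm. Compounds were preincubated 15 min; reaction ran 6 min at room temperature.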
Rhodamine fluor = compound autofluorescence in rhodamine spectral region; 59,000 compounds, 0.05% hits; max dye-equivalent concentration, M; Rhodamine-region fluorescence, 547/598 nm, Tris buffer; active compounds read high; AID 594; in the data active means max dye-equivalent concentration above about 11 nM; inconclusive means between about 1.1 nM and that limit
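Compounds in 100 mM Tris buffer, pH 8.0, were incubated 15 min at room temperature, then read at 547 nm excitation and 598 nm emission. Fluorescence was normalized against a per-plate six-point rhodamine standard curve as dye-equivalent concentration.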
Casp1 inh = blocks human caspase-1 allosterically or competitively; 75,000 compounds, 0.03% hits; P29466; AID 900; Potency, µM (highest dose often 57.5 µM), inactives show at the highest dose activity change, negative = inhibition, usual class: inhibitors; Caspase-1 enzyme, Ac-WEHD-AFC fluorogenic rate;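 further: potency means the concentration at half of the fitted maximal effect; plate controls were vehicle for no effect and no substrate for full effect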
Target sequence (P29466 120-297 limits assumed): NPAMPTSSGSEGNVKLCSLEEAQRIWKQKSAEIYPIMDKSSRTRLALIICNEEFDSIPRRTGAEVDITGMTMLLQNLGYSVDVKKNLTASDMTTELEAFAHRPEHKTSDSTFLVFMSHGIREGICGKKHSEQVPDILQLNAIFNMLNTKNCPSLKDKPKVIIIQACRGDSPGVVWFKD
Target sequence (P29466 317-404 limits assumed): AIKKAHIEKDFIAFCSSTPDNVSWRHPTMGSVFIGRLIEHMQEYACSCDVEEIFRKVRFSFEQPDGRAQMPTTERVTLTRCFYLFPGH
BRCT PPI green = inhibitors of human BRCA1 BRCT-phosphoprotein interaction (green fluorophore) | P38398 | BRCA1 BRCT-phosphopeptide binding, green fluorescence polarization | Potency, µM (doses to about 76.9 µM), for inactives: top-dose activity change, negative = inhibition, most hits filed as inhibitors | 75,000 compounds, 0.05% hits;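 further: potency means the concentration at half of the fitted maximal effect; plate controls were peptide without protein for full effect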
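Fluorescence polarization: His-tagged BRCT (~35 kDa BRCA1 C-terminus, 250 nM) bound to 100 nM fluorescein-labeled phosphorylated 10-aa BACH1 peptide, pH 7.3 phosphate buffer with DTT and Tween 20. Compounds incubated 12 min at room temperature; inhibition read as lowered polarization.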
An asterisk follows results filed as active; i = inactive; ? = inconclusive; . = not tested or not shown; [ ] = remark or other dose. Unless noted, the call rests on the fitted dose curve; in most records, active means well fitted curve in the direction sought with a large enough effect; inconclusive means small, poorly fitted or top-dose-only effect, or another doubt; inactive means no such curve, though single readings can be large; an effect the other way counts as inactive or inconclusive. An excerpt, so the mix of outcomes need not match the whole.

compound,Pol III holo inh,BRCT PPI green,HADH2 inh,15-hLO inh,Tau filament bind,BRCT inh red,HEK293 cAMP ctrl,Rhodamine fluor,USP2a inh,Casp7 inh,Casp1 inh
CC(C)[C@@H]1NC(=O)[C@H](CCCCN)NC(=O)[C@H](Cc2c[nH]c3ccccc23)NC(=O)[C@H](Cc2ccc(O)cc2)NC(=O)[C@H](C)N(C)C(=O)[C@H](Cc2ccccc2)NC1=O,6%,-2.7%,12%,-8%,-7%,-0.8%,3%,i,10%,2%,2%
O=C(N1CCCCC1)N1CCN(C(=O)N(c2ccccc2)c2ccccc2)CC1,0%,0.6%,1%,-1%,-11%,-0.2%,8%,i,9%,-1%,0%
COC(=O)C1=C(C)NC2=C(C(=O)CC(c3cccs3)C2)C1c1ccsc1 (stereo not drawn),3%,-1.6%,?,-4%,22%,-0.4%,3%,.,35%[activator],?,?
O=C(O)[C@H](Cc1ccccc1)N1C(=O)c2ccccc2C1=O,-8%[11.4 µM],-1.7%[15.4 µM],6%[11.4 µM],5%[11.4 µM],6%[11.4 µM],2.1%[15.4 µM],2%[11.4 µM],i,.,1%[11.5 µM],-1%[11.5 µM]
O=C(O)CCCSc1nc2ccccc2s1,3%[11.4 µM],-0.2%[15.4 µM],-8%[11.4 µM],4%[11.4 µM],4%[11.4 µM],-0.6%[15.4 µM],23%[11.4 µM],i,.,5%[11.5 µM],-1%[11.5 µM]
Cc1ccc(C)c(N2CCN(C(=O)C3CCCN(S(=O)(=O)c4cnc[nH]4)C3)CC2)c1 (stereo not drawn),-2%,-0.8%,6%,3%,9%,-0.3%,5%[11.4 µM],.,.,-1%,-3%
Cc1nnc(SCCC(=O)Nc2nc(-c3ccccc3)ns2)s1,-1%,15%,0%,?,-25%,-1.3%,6%,i,37%[activator],-3%,-3%
O=S(=O)(CCSc1ccccn1)c1nc2ccccc2s1,-5%,-7.1%,-1%,2%,1%,-0.7%,1%,i,0%,0%,-1%
CCCCCCC1C(C#N)=C(N)OC2=C1C(=O)CCC2 (stereo not drawn),-4%,-0.8%,?,?,-11%,2.5%,6%,.,.,-5%,-5%
CCOc1ccc(N(C(C)C(=O)NC2CCCCCC2)S(C)(=O)=O)cc1 (stereo not drawn),-4%,-0.8%,?,-16%,-16%,1.9%,?,.,20%,-2%,-3%
Cc1cccc2cc(C(c3nnnn3Cc3ccccc3)N3CCN(C)CC3)c(=O)[nH]c12 (stereo not drawn),-3%,-2.4%,3%,8%,-14%,0.8%,?,i,.,1%,-3%
C[C@H](NC(=O)OC(C)(C)C)C(=O)NCC1CCC(C(=O)O)CC1 (stereo partly drawn),-3%,-4.3%,9%,18%,10%,1.3%,3%,i,-3%,0%,-1%
Cc1cccc2cc(C(c3nnnn3Cc3ccc4c(c3)OCO4)N3CCCC3)c(=O)[nH]c12 (stereo not drawn),-7%,-1.5%,1%,-19%,7%,-0.8%,?,i,34%[activator],-4%,-8%
Cc1onc(-c2c(Cl)cccc2Cl)c1C(=O)Nn1cnnc1,-4%,-2.4%,-1%,-1%,-21%,0.6%,-6%,i,1%,2%,5%
CCCCCCCC/C=C\CCCCCCCC(N)=O,-6%,-3.3%,-6%,2%[25.6 µM],20%,-0.2%,-1%,.,.,0%,-2%
COCc1cc(C)nc2sc(C(=O)OC(C)C)c(N)c12,-8%,-2.0%,2%,-5%,24%,0.2%,4%,i,5%,0%,-1%
CCC(C)C(=O)Nc1cc(OC)c(OC)cc1C(=O)O (stereo not drawn),5%,-3.0%,-29%,3%,-1%,-0.5%,8%,i,0%,1%,-1%
CCC(C)(C(=O)NC1CCCC1)N(C(=O)c1cnccn1)c1c(C)n(C)n(-c2ccccc2)c1=O (stereo not drawn),-3%,-2.4%,18%,5%,8%,-0.2%,5%,i,7%,0%,0%
CN(Cc1cc(=O)[nH]c2ccccc12)C(=O)c1ccccc1,-2%,3.2%,-4%,-5%,-8%,0.9%,3%,i,-5%,0%,3%
CCn1c2c(c3cc(Cl)ccc31)CCCC2=O,0%,1.5%,?,-26%,7%,-1.0%,7%,.,.,-8%,-1%
O=C(CS(=O)(=O)Cc1ccccc1)N1CCc2ccccc2C1,-11%,-1.3%,4%,4%,-9%,0.6%,0%,i,12%,1%,0%
Nc1ccc(Cl)cc1[N+](=O)[O-],-5%,-0.8%,-5%,4%,-23%,0.1%,30%,.,.,0%,1%
CCN(CC)CCCC(C)n1c(-c2ccccc2)nc2c(NCCOC)nc(C)nc21 (stereo not drawn),2%,-3.3%,?,4%,4%,-0.2%,20%,.,.,0%,2%
CCc1ccccc1NS(=O)(=O)c1ccc(SC)cc1,1%,-2.3%,-19%,-20%,-10%,0.1%,15%,i,4%,-1%,-2%
Clc1ccccc1N1CCN(c2ncnc3nc[nH]c23)CC1,1%,-1.5%,-22%,-9%,2%,-1.2%,4%,.,.,-1%,-2%
O=C(Cc1ccc(S(=O)(=O)N2CCOCC2)s1)NCC1CCCCC1,9%,1.3%,5%,-6%,4%,-0.6%,4%,i,22%,1%,0%
Nc1nc(SC/C=C\c2ccccc2)c2[nH]cnc2n1,-9%[11.4 µM],-0.8%[15.4 µM],-2%[11.4 µM],8%[11.4 µM],24%[11.4 µM],-0.4%[15.4 µM],-3%[11.4 µM],i,.,-1%[11.5 µM],0%[11.5 µM]
Cc1ccc2c(c1)cc(C)c1nnc(SCC(=O)NCc3ccco3)n12,-12%,1.0%,-1%,-5%,13%,-1.1%,13%,i,.,1%,-3%
COc1ccc(CC(=O)Nc2ccc(-c3nc4cc(C)ccc4o3)c(O)c2)cc1OC,-29%,2.4%,10µM*,-29%,i,-0.3%,4%,.,34%[activator],-4%,-2%
COCCNC(=O)C(c1ccc(F)cc1)N(CC1CCCO1)C(=O)CCC(=O)Nc1ccccn1 (stereo not drawn),1%,-2.7%,1%,0%,-9%,0.3%,-3%,i,-4%,0%,3%
COc1ccc(Cc2nnnn2CC(=O)O)cc1,-5%,2.1%,2%,11%,2%,0.6%,6%,i,.,1%,-1%
Nc1nc(Cn2nnc(-c3ccccc3F)n2)nc(N2CCOCC2)n1,0%,-0.9%,9%,9%,-4%,0.2%,-3%,i,2%,2%,-2%
c1ccc2c(-n3ccnc3)nc(-c3ccoc3)nc2c1,-1%,2.5%,?,-5%,-2%,-1.3%,7%,i,8%,-8%,-2%
CCOC(=O)N1CCC(NC(=O)CCC(=O)N2CCOc3ccccc32)CC1,-2%,-4.4%,11%,-3%,-7%,-1.7%,4%,i,-3%,0%,-2%
CCn1cc(S(=O)(=O)CC(=O)Nc2cc(C)on2)c2ccccc21,3%,-1.4%,0%,2%,1%,-3.5%,5%,i,-4%,-2%,-2%
CCS(=O)(=O)N1CCCC(C(=O)N2CCc3ccccc3C2)C1 (stereo not drawn),-2%,0.5%,-4%,8%,9%,-0.4%,6%,i,9%,0%,1%
CCOc1ccccc1C(=O)NCc1ccco1,-10%,-0.9%,-15%,-44%,21%,-0.5%,22%,i,25%,-1%,-2%
COC(=O)c1cn(C(=O)c2cccs2)c2ccccc12,-5%,1.9%,0%,-23%,1%,1.8%,?,i,-9%,-2%,-1%
Nc1c(N2CCN(c3ccccc3)CC2)c2ccccc2oc1=O,-1%[11.4 µM],-2.0%,-7%[11.4 µM],-10%[11.4 µM],?,-2.1%,7%[11.4 µM],.,5%[7.66 µM],-9%,-1%
Cc1ccccc1-c1nc(CS(=O)(=O)CC(=O)N2CCc3ccccc32)c(C)o1,-6%,-2.2%,-2%,0%,417%,-0.6%,3%,.,.,1%,-6%
COc1ccc(C(=O)n2nc(-c3ccc(C)cc3)nc2N)cc1OC,-4%,-2.4%,32µM*,8%,-4%,0.2%,17%,i,.,2%,-1%
CCCc1nc(SCC(=O)N2CCCC2)c2ccccc2n1,-3%,-0.4%,2%,2%,-6%,-1.1%,-3%,i,4%,-1%,2%
CC(C)N(Cc1nc(-c2ccccc2)no1)C(=O)CN1C(=O)c2ccccc2C1=O,2%,-0.5%,11%,1%,0%,-0.1%,3%,i,23%,0%,1%
